High-throughput results from PubChem BioAssay.
M1 antagonist: antagonists of rat M1 muscarinic receptor; P08482; B-score at 10 µM; CHO-M1 cells, Fluo-4 calcium, ACh EC80 antagonist mode; hits give low values; 64,000 compounds, 3.4% hits;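 active means calcium fluorescence response, raw or row-and-column corrected B-score, differing from the plate sample mean either way at a set confidence level, mostly lower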
Target sequence (P08482 whole entry, looked up): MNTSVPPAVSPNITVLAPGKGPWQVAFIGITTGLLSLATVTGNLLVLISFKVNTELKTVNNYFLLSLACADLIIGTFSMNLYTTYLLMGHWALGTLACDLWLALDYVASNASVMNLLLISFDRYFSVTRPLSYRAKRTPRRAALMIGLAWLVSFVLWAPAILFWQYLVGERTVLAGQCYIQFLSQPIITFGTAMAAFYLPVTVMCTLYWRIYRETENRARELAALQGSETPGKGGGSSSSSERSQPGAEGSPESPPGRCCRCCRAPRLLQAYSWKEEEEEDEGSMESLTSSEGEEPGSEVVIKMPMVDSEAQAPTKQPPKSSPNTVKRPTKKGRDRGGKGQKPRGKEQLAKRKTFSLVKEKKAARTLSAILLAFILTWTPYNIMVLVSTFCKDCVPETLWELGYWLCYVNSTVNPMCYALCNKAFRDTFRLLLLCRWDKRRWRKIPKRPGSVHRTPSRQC
Hsp90 block: displaces geldanamycin probe from tumor Hsp90 | NCI-N417 lysate Hsp90, Cy3B-geldanamycin FP displacement | inhibition, % at 30 µM | 64,000 compounds, 0.35% hits;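 active means inhibition above 50%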;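 further: 0% = tracer plus lysate wells and 100% = tracer alone without lysate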
NADH enzymes: inhibitors of enzymes used to reach an NAD/NADH endpoint; 65,000 compounds, 0.02% hits; coupled PK/LDH NADH assays, four targets; IC50, µM (top dose mostly 10 µM), without a hit: top-dose inhibition; AID 774;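 active means single-dose screening hits from any of four coupled enzyme assays that gave an IC50 when retested across doses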;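 further: the DPM-DC format reads NADH fluorescence rather than 340 nm absorbance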
E coli RNAP: Escherichia coli RNA polymerase inhibition. P0A8V2. E. coli RNA polymerase, fluorescence transcription assay. inhibition, %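 (tested at 10 µM)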. 62,000 compounds, 0.2% hits; in the data active means inhibition above about 20%;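 further: 0% = enzyme without compound and 100% = no enzyme blank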
M1 agonist: agonists of M1 muscarinic receptor; 64,000 compounds, 3% hits; B-score at 10 µM; CHO-M1 cells, Fluo-4 calcium fluorescence, agonist mode; hits give high values;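 active means fluorescence rise, raw or as B-score row- and column-corrected plate score, outside the 99.7% band of its plate's samples, either direction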
D1 mod: allosterically modulates the human D1 dopamine receptor; P21728; HEK293 D1, CRE-luciferase, dopamine EC30 potentiation; actives deviate in either direction; B-score at 10 µM; 58,000 compounds, 5.9% hits; AID 641;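 active means luminescence count or its row- and column-corrected plate score outside the 99.7% band of the plate's sample wells, on either side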
Target sequence (P21728 whole entry, looked up): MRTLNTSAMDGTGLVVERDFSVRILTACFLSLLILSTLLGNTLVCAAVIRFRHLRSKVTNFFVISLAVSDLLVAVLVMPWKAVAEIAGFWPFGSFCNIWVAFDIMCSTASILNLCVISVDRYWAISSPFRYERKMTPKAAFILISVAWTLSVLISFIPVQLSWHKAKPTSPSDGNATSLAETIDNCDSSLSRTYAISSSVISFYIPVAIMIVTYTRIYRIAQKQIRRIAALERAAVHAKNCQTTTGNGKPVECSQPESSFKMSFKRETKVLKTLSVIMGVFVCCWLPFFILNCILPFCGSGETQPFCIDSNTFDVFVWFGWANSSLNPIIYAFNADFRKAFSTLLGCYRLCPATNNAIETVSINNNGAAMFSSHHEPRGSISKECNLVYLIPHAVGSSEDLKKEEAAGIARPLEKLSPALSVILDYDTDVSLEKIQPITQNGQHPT
Autofluor 339: intrinsic fluorescence of library compounds, ex339/em460 – biochemical, MLSMR library, data from DPM-DC assay, artefact control, profiling panel | compound autofluorescence, ex339/em460 nm, NADH buffer; hits give high values; 1 = no-compound wells, NADH background | fluorescence fold increase at 10 µM | 65,000 compounds, 5.5% hits;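 active means at 10 µM, mean starting fluorescence two-fold or more over control wells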;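 further: signal is the first read of a kinetic run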
5HT1a ag: agonists of human 5-HT1a serotonin receptor; 65,000 compounds, 0.56% hits; CHO 5-HT1a Ga15 NFAT-bla reporter, FRET ratio; 0% basal, 100% maximal reference agonist; P08908; activation, % at 10 µM;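 active means activation above the screen-wide mean activation plus 3 SD, cut at about 19% in these data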;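 further: 0% = DMSO wells and 100% = 5-CT at EC100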
HER2 expr 66K: lowers expression of human Her2 kinase. 65,000 compounds, 0.69% hits. P04626. HER2 level % of control, % at 10 µM. SKBR-3 HER2 protein level, AlphaScreen, 18-24 h; hits give low values;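 active means HER2 level under 5% of the carrier-only control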;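 further: 100% = DMSO carrier and 0% = 500 nM PU-H71 HSP90 inhibitor; lower value means stronger loss of Her2 protein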
Active calls of the source: *; . = no result given; [ ] = remark or other dose.

A first look:
SMILES	M1 antagonist	Hsp90 block	NADH enzymes	E coli RNAP	M1 agonist	D1 mod	Autofluor 339	5HT1a ag	HER2 expr 66K
Nc1nc(-c2cccnc2)nn1C(=O)Cc1ccccc1	0.47	-2	4%	6	0	-0.33	1.6	-0.9	87
CCn1c(C(=O)NCc2cccnc2)cc2sc(Cl)cc21	-0.18	1	4%	1	0.63	0.36	1.1	-3.0	92
COc1ccc(N2C(=O)CC(N3CCCC4CCCCC43)C2=O)cc1 (centres undefined)	0.23	-2	5%	9	-0.0036	0.57	1	-2.9	91
Cc1cccc(NC(=O)CSc2nnc(-c3ccc(S(=O)(=O)N4CCOCC4)cc3)n2C)c1	-0.29	0	6%	5	0.081	-0.93	1	0.1	71
COCCCN1CC23C=CC(O2)C(C(=O)OC)C3C1=O (centres undefined)	-0.0083	-2	9%	.	0.15	-0.19	1.1	-1.4	86
O=C(NCc1ccco1)c1cnn2c(C(F)(F)F)cc(-c3ccccc3)nc12	0.012	-1	1%	11	-0.15	2	1.2	1.6	87

This part in full, from the start:
SMILES	M1 antagonist	Hsp90 block	NADH enzymes	E coli RNAP	M1 agonist	D1 mod	Autofluor 339	5HT1a ag	HER2 expr 66K
Nc1nc(-c2cccnc2)nn1C(=O)Cc1ccccc1	0.47	-2	4%	6	0	-0.33	1.6	-0.9	87
CCn1c(C(=O)NCc2cccnc2)cc2sc(Cl)cc21	-0.18	1	4%	1	0.63	0.36	1.1	-3.0	92
COc1ccc(N2C(=O)CC(N3CCCC4CCCCC43)C2=O)cc1 (centres undefined)	0.23	-2	5%	9	-0.0036	0.57	1	-2.9	91
Cc1cccc(NC(=O)CSc2nnc(-c3ccc(S(=O)(=O)N4CCOCC4)cc3)n2C)c1	-0.29	0	6%	5	0.081	-0.93	1	0.1	71
COCCCN1CC23C=CC(O2)C(C(=O)OC)C3C1=O (centres undefined)	-0.0083	-2	9%	.	0.15	-0.19	1.1	-1.4	86
O=C(NCc1ccco1)c1cnn2c(C(F)(F)F)cc(-c3ccccc3)nc12	0.012	-1	1%	11	-0.15	2	1.2	1.6	87
COc1ccc(Br)cc1S(=O)(=O)n1ccnc1C	-0.56	-4	4%	7	0.0022	1.6	1.1	-0.1	69
CCOC(=O)CSc1nnc(-c2cccs2)n1-c1ccccc1	0	2	0%	10	-3	0.44	1.2	-1.0	123
CCC(=O)Nc1sc2c(c1C#N)CC(C)(C)NC2(C)C	0.85	.	3%	6	0.23	6.4*	1	1.1	101
COc1cc(OC)cc(C(=O)NCCNC(=O)c2ccccc2)c1	-0.058	-3	1%	0	-0.064	0.048	1.1	-0.2	90
C=CCn1c(SC(C)C(=O)NC2(C#N)CCCCC2)nnc1-c1ccc(OC)cc1 (centres undefined)	0.15	-3	3%	6	-0.52	-0.66	1	-0.9	.
COc1ccccc1OC(=O)C1CC(=O)N(c2ccc(Cl)cc2)C1 (centres undefined)	0.18	-2	6%	6	-1	0.064	1.1	-0.8	98
COc1ccc2c(c1)C(NC(C)=O)C(=O)N2C (centres undefined)	1.2	-2	6%	3	0.061	-0.38	1	-2.9	111
O=C(c1ccccc1)c1ccc(CN2C(=O)c3ccccc3C2=O)o1	-0.73	-5	2%	7	-0.049	1	1.1	1.9	111
Cc1ccc(C(c2nnnn2Cc2cccs2)N2CCN(Cc3ccc4c(c3)OCO4)CC2)cc1 (centres undefined)	-0.088	3	4%	6	0.14	-1.6	1.1	-2.0	60
Cc1nn(Cc2ccccc2)c(N)c1C#N	-0.18	-2	4%	7	0.03	1	1.1	-2.6	88
Cc1cc(C(=O)CSc2nnnn2C)c(C)n1CCc1ccc(Cl)cc1	0.16	-6	6%	6	-1.3	-0.61	1	0.5	90
CSc1ccc(NC(=O)NCCCN2CCN(c3ccccc3F)CC2)cc1	1.2	1	0%	3	-2.2	0.75	1.2	6.5	81
CS(=O)(=O)Nc1ccccc1C(=O)NCc1ccco1	1.6	-13	5%[fluoresces]	7	-0.078	-1.1	3.9*	-1.3	66
COC(=O)CCc1c(C)[nH]c(C(=O)OCc2ccccc2)c1C	-0.097	-3	1%	.	0.15	.	1.1	-0.4	103
OC(c1ccccc1)c1nc2ccccc2s1 (centres undefined)	0.37	0	3%	0	0.19	-0.45	1.1	-1.8	103
Cn1nnc(NC(=O)COc2ccc(C3CCCCC3)cc2)n1	-0.59	-3	1%	2	0.48	.	1.1	0.5	87
O=C(COn1nnc2ccc(C(F)(F)F)cc21)Nc1nnc(-c2ccccc2)o1	-0.34	1	2%	7	0.036	0.82	1	-0.8	78
Nc1nc(CSCc2ccccc2)nc(N2CCOCC2)n1	0.9	-3	2%	4	-0.34	4.3*	1	-1.1	100
COc1ccc(-c2noc(C3CCCN(S(=O)(=O)c4cccc(Cl)c4C)C3)n2)cc1OC (centres undefined)	-0.62	0	11%	5	-0.45	0.27	1.2	-1.2	118

Next results.
SMILES	M1 antagonist	Hsp90 block	NADH enzymes	E coli RNAP	M1 agonist	D1 mod	Autofluor 339	5HT1a ag	HER2 expr 66K
CCN(CC)c1ccc(C2C(C(=O)OC)=C(C)NC(C)=C2C(=O)OC)cc1	-2.7*	-1	9%	10	-0.19	-1.3	1.2	-1.0	83
Cc1ccccc1-c1nc(CS(=O)(=O)CC(=O)NCCCN2CCCC2)c(C)o1	-0.26	-7	2%	3	0.33	0.42	1.1	-2.4	86
Cc1ccc(-c2nnn(CC(=O)N(Cc3ccccc3)C(C(=O)NC3CCCC3)c3ccncc3)n2)o1 (centres undefined)	0.12	1	2%	-4	-0.43	-0.11	1.1	1.3	88
CC(=O)Nc1ccc(-c2nn[nH]n2)cc1Cl	-0.029	5	2%	6	-0.28	0.0058	1.1	-0.9	67
CCOC(=O)c1nn(-c2ccccc2)c(=O)c(C#N)c1C	-0.24	-2	8%	6	0.15	.	1.3	0.3	108
O=C(NC1CCCCCC1)C1CCCN(S(=O)(=O)c2cnc[nH]2)C1 (centres undefined)	-0.18	-2	4%	7	0.53	0.071	1.1	-1.0	112
Cc1cc(NC(=O)c2ccc3c(c2)C(=O)N(CCC(C)C)C3=O)no1	-1.4	0	5%	10	-0.79	-0.48	1.1	-1.1	114
O=C(CS(=O)(=O)c1cn(Cc2ccc(Cl)cc2)c2ccccc12)N1CCCC1	0.38	-4	3%	7	-0.76	-0.31	1.1	-3.4	71
COc1ccc(-n2c(SCc3ccc(C#N)cc3)nnc2-c2ccccn2)cc1	-0.18	5	3%	9	-0.33	0.059	1.1	4.0	78
Cn1c(=O)[nH]c(=O)c2c1nc(NCc1ccccc1)n2CCCc1ccccc1	.	-1	3%	5	.	2.2	1.1	-2.1	96
COc1ccc(-c2nnc(SCC(=O)N(Cc3ccccc3)C(C)(C)C)o2)cc1OC	0.081	-2	1%	9	-0.59	0.34	1.2	-2.0	42
CC12CN3CC(C)(CN(C1)C3c1ccc(Br)cc1O)C2 (centres undefined)	-1.3	-2	2%	9	1	.	1.1	-1.5	104
COc1ccc(NC(=O)C2C(=O)N(CCO)C3(C)CC2c2ccccc2O3)cc1 (centres undefined)	-0.73	1	3%	-2	-0.63	-0.055	1.1	0.1	89
CCOc1ccc(-n2cnnn2)cc1S(=O)(=O)NCc1ccccc1	0.0029	-1	5%	6	0.42	-0.65	1.1	-0.4	118
CC(=O)C1=C(O)C(=O)N(Cc2ccco2)C1c1ccc2c(c1)OCO2 (centres undefined)	0.2	-11	4%	11	-0.26	-0.11	1	-3.8	92
CC1(C)NC(=O)N(CC(O)COc2ccccc2C(=O)Nc2ccccc2)C1=O (centres undefined)	-2.4	2	4%	.	5.4*	.	1.1	1.7	174
Nc1ccc(S(=O)(=O)N2CCCc3ccccc32)cc1	0.41	0	4%	8	-0.86	-0.36	1.1	-1.9	87
Cn1c(C(=O)N2CCCc3ccccc32)cc2sccc21	-0.16	-2	7%	10	0.033	-0.29	1	-1.9	91
CCOc1ccccc1NC(=O)NC1(C(=O)N2CCOCC2)CCCCC1	0.62	-3	3%	2	-0.0093	-0.3	1.1	1.6	98
O=C(Nc1nc(NC(=O)c2ccco2)n(-c2ccccc2)n1)c1ccccc1	-0.3	-4	1%[fluoresces]	7	-0.36	.	2.4*	-0.6	32
CCc1c(C)c2ccc(OCC(=O)OC)cc2oc1=O	-1.3	-3	2%[fluoresces]	-5	0.36	-1.1	2.9*	-0.5	141
COCCNC(=O)Cn1ncc2ccsc2c1=O	-0.65	0	1%	0	-0.35	0.25	1.1	-0.4	120
CC(C)(C)C1CCc2c(sc(N)c2C(N)=O)C1 (centres undefined)	-1.1	-12	3%	2	-2.2	1.4	1.3	-0.8	73
CCOc1ccc(C(=O)Nc2c(C(N)=O)oc3ccccc23)cc1	-0.52	5	10%	.	1.2	-0.16	1.1	-5.4	79
COc1ccccc1-c1nc(C(F)(F)F)c(OC)o1	1.6	-1	3%	-1	-0.063	0.31	1.1	-1.4	82

New compounds follow
SMILES	M1 antagonist	Hsp90 block	NADH enzymes	E coli RNAP	M1 agonist	D1 mod	Autofluor 339	5HT1a ag	HER2 expr 66K
c1ccc2c(c1)[nH]c1c(N3CCSCC3)ncnc12	-2.9*	-6	10%	6	3.9	.	0.21	3.2	87
CCOC(=O)/C(C#N)=C(/C)c1ccc(OC)cc1	-0.37	-3	2%	6	0.49	0.21	1	-1.9	84
CS(=O)(=O)N1CCC(C(=O)NCCN2CCN(Cc3ccccc3)CC2)CC1	-0.68	-4	3%	1	-0.33	-0.11	1.1	-2.1	103
Cc1onc(-c2ccccc2)c1C(=O)Nc1ccnn1C1CCCCC1	-0.18	0	3%	9	0.76	-0.098	1	-1.4	85
CN1CCN(C(=O)c2ccccc2NC(=O)c2cccs2)CC1	-0.044	-2	0%	-2	-0.13	-0.3	1	-1.9	86
O=C(Nc1cc(C(F)(F)F)ccc1N1CCCC1)c1cccnc1	1.3	-23	8%	2	-0.66	0.41	0.9	-6.0	90
CCOC(=O)c1c(C)[nH]c(C(=O)NCc2ccccc2OC)c1C	-0.31	-11	0%	-2	0.042	-1.5	1.1	-0.9	117
Cc1cc(N)n2ncc(-c3cccc(Br)c3)c2n1	0.92	-4	11%[fluoresces]	5	-0.014	6.4*	2.2*	-0.9	40
COC(=O)[C@H](CCSC)NC(=O)Nc1ccc(OC)cc1	.	-4	4%	14	.	0.078	1.2	-1.5	100
COc1ccc(-c2nc(NC(=O)CSc3nnc(C)s3)ns2)cc1	0.19	-3	13%	4	-0.18	0.77	2.8*	-3.9	.
COc1ccccc1-n1cnc(N)c1C(C)=O	1.4	1	3%	4	2.1	-0.92	1.1	-0.5	89
Oc1c(C(c2cccc(F)c2)N2CCN(Cc3ccccc3)CC2)sc2ncnn12 (centres undefined)	0.043	-1	3%	7	-1.7	0.78	1	2.4	77
COc1ccc(Br)cc1C(=O)NCc1cccnc1	0.31	-1	6%	.	0	0.9	1.1	-2.3	89
COc1ccc(S(=O)(=O)N(C)CC(=O)N2CCN(C)CC2)cc1C	-1.9*	-2	6%	5	-1.1	-0.55	1	1.2	118

Arranged by formula weight (low to high): some entries from above
SMILES	M1 antagonist	Hsp90 block	NADH enzymes	E coli RNAP	M1 agonist	D1 mod	Autofluor 339	5HT1a ag	HER2 expr 66K
Cn1nnc(NC(=O)COc2ccc(C3CCCCC3)cc2)n1	-0.59	-3	1%	2	0.48	.	1.1	0.5	87
COc1ccc(Br)cc1C(=O)NCc1cccnc1	0.31	-1	6%	.	0	0.9	1.1	-2.3	89
O=C(Nc1nc(NC(=O)c2ccco2)n(-c2ccccc2)n1)c1ccccc1	-0.3	-4	1%[fluoresces]	7	-0.36	.	2.4*	-0.6	32
